Compound activity (PubChem BioAssay)
GASC-1 inh = inhibitors of GASC-1 histone demethylase, primary screen, biochemical, fluorescence, DELFIA europium. GST-JMJD2C(1-420) H3K9me3 demethylation. inhibition, % at 2.35 µM. hit rate 0.069% among 330,000. AID 2099, 2009;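 active means more than half of a compound's replicate wells show inhibition beyond 50%, single wells judged on their own value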;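 further: signal counts dimethyl H3K9 product captured on neutravidin plate; 0% = median of DMSO wells and 100% = 0.3 times that DMSO median; strong numbers were not always called active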
LYPLA2 inh = LYPLA2 inhibitors, primary screen, counter-screen for PME1 inhibitor project, biochemical, fluorescence polarization, FP-Rh probe ABPP. inhibition, % at 5.9 µM. hit rate 0.38% among 320,000. recombinant LYPLA2;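 active means inhibition above the screen-wide mean plus 3 SD, limit set per campaign, cut at about 26% in these data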;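 further: 0% = LYPLA2 with DMSO and 100% = wells lacking LYPLA2 enzyme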
Target sequence (O95372 whole entry, looked up): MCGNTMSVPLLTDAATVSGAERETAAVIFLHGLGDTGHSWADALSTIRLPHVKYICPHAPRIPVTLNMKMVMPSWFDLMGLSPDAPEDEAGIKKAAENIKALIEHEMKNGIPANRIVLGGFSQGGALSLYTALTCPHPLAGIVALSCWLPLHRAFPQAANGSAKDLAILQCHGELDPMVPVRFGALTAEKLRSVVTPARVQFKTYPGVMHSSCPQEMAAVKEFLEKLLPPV
PP5 inh = PP5 phosphatase inhibitors, primary screen, biochemical, fluorescence. AID 1987, 2009. hit rate 0.18% among 320,000. inhibition, % at 6.7 µM. purified PP5c, OMFP substrate fluorescence;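 active means inhibition above the campaign's mean inhibition across all tested compounds plus 3 SD, cut at about 9.5% in these data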;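 further: 0% = DMSO only and 100% = 100 µM cantharidin control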
Fh CTSL1 inh = Fasciola hepatica cathepsin L1 inhibitors, primary screen, counter-screen for PFM18AAP inhibitor project, biochemical, QFRET, fluorogenic peptide substrate; inhibition, % at 5.96 µM; AID 1906, 2009; hit rate 0.49% among 300,000; recombinant F. hepatica cathepsin L1, Z-Leu-Arg-MCA fluorescence;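 active means inhibition above the mean of all tested compounds plus 3 SD, set per screening campaign, cut at about 17% in these data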;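 further: 0% = plate median of test compound wells and 100% = 1 µM Z-Phe-Ala-diazomethylketone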
TPT1 inhibitor = Candida albicans TPT1 enzyme inhibitors, primary screen, biochemical, fluorescence polarization; inhibition, % at 5 µM; recombinant caTPT1, FP RNA substrate dephosphorylation; hit rate 0.81% among 300,000; tRNA 2'-phosphotransferase TPT1 (Candida albicans SC5314);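 active means inhibition above the mean of all tested compounds plus 3 SD, set per screening campaign, cut at about 24% in these data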;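 further: plate controls were DMSO alone for no effect and ferristatin control at 100 nM for full effect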
PP1 inh = PP1-alpha phosphatase inhibitors, primary screen, counter-screen for PP5 inhibitor project, biochemical, fluorescence, OMFP substrate, single point. purified PP1alpha. inhibition, % at 6.7 µM. hit rate 0.9% among 320,000. AID 2235, 2010;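 active means inhibition above the mean inhibition of all tested compounds plus 3 SD, computed separately for each screening campaign, cut at about 15% in these data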
Efflux pump inh = inhibitors of Candida efflux pumps in yeast, primary screen, S. cerevisiae, Nile Red, multiplex; inhibition, % at 10 µM; hit rate 0.44% among 330,000; AID 485275, 2010; S. cerevisiae Candida pump triplex;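 active means plate passing quality check with inhibition over a set limit, or well fluorescence over plate mean plus 4 SD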;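 further: Nile Red retained in pooled yeast measured as flow cytometry median fluorescence; 0% = buffer negative control and 100% = Enniatin B positive control; higher means more Nile Red kept so more efflux inhibition; some compounds called inactive have numbers as strong as hits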
HCV core dimer = inhibitors of HCV core protein dimerization, primary screen, biochemical, TR-FRET, high-throughput | TR-FRET GST/Flag-core106 dimerization, 1536-well | hit rate 0.33% among 300,000 | AID 1899, 2009 | inhibition, % at 5 µM;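 active means inhibition above the mean of all tested compounds plus 3 SD, set per screening campaign, cut at about 45% in these data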
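Assay system: GST-tagged and Flag-tagged HCV core protein residues 1-106 / Times: compound-protein-antibody incubation 4 h at 22.5 °C / Signal: time-resolved FRET, ex 340 nm, em 617 and 671 nm / Evaluation: % inhibition based on acceptor/donor emission ratio / Benchmarks: wells lacking GST-core106 and wells with excess unlabelled core106 / Repeats: singlicate, one well per compound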
PREPL inhibitor = PREPL enzyme inhibitors, primary screen, biochemical, fluorescence polarization. Prolyl endopeptidase-like (Homo sapiens), Q4J6C6. recombinant PREPL, fluorescence polarization activity-based probe. inhibition, % at 5.96 µM. hit rate 0.68% among 320,000; in the data active means inhibition above about 43%;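 further: 0% = enzyme with DMSO and 100% = wells lacking enzyme; many of its hits are not listed in these tables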
Target sequence (Q4J6C6 whole entry, looked up): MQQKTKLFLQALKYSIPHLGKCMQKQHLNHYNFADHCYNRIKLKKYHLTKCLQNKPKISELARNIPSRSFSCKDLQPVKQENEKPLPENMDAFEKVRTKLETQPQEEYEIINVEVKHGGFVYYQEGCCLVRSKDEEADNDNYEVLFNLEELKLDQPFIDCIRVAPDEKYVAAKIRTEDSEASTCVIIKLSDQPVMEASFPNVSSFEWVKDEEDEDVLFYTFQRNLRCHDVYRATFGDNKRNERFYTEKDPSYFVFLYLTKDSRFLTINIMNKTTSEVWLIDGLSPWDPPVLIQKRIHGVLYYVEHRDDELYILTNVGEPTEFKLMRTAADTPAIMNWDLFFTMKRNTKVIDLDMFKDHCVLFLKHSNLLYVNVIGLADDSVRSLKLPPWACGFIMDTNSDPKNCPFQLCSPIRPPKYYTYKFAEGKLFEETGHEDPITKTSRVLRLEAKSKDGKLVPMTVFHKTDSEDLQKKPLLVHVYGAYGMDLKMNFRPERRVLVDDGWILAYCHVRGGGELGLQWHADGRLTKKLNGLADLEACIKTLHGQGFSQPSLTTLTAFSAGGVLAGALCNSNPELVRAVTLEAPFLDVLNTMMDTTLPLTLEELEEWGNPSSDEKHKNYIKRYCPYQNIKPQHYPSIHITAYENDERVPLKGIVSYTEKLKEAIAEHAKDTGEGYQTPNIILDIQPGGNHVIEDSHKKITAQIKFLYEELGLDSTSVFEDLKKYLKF
* marks the source's active call; other numbers are inactive results; / = no result given; & = joins results of further samples.

SMILES	GASC-1 inh	LYPLA2 inh	PP5 inh	Fh CTSL1 inh	TPT1 inhibitor	PP1 inh	Efflux pump inh	HCV core dimer	PREPL inhibitor
Cc1cc2ccccc2c(=O)n1CC(=O)NCC(=O)N(C)C1CCCCC1	-4	-2	0.6	-4	1	0	0.0	-3	-10
Cc1ccc(C)c(NS(=O)(=O)c2ccc3oc(=O)ccc3c2)c1	6	-1	1.1	0	1	0	-0.1	-1	-6
OCC1(CO)COC2(CCCC2)N1	-1&-6	-3	-1.9	4	-3	-6	0.1	0	1
CCOC(=O)C1=C(C)NC(C)=C(C(=O)OCC)C1c1ccc([N+](=O)[O-])s1	0	4	3.7	0	1	2	-0.1	-2	5
O=C(COC(=O)CCCN=C1NS(=O)(=O)c2ccccc21)NC(=O)NC1CCCC1	-15	4	1.9	-2	0	-1	-0.1	-4	-3
CCc1nc(NCCc2ccccn2)c2nnn(Cc3ccccc3F)c2n1	20	5	-0.3	0	-2	6	0.0	2	5
CC(=O)Nc1ccc(Nc2nc(-c3ccccc3)nc3ccccc23)cc1	-2	-14	1.5	-3	2	7	-0.1	-1	10
Cn1c(C(=O)N(Cc2ccccc2)Cc2cccs2)cc2sccc21	-2	-1	-2.3	5	-3	0	0.1	5	5
O=C(CCCNC(=O)c1ccc(Cl)cc1)OCc1cccc(Br)c1	-2	4	1.3	-1	-3	-4	0.1	1	-91
CC(CCc1ccccc1)NC(=O)/C=C/c1ccc(F)cc1 (stereo not given)	55	-5	1.3	1	2	0	0.2	-3	0
O=C(O)CCCCCNC(=O)C(=O)C1C(=O)Nc2ccccc21 (stereo not given)	2	2	0.6	5	5	-4	0.1	-5	6
CCn1c(C)cc2c(c1=O)C(c1ccccc1Br)C(C#N)=C(N)O2 (stereo not given)	1	4	2.7	3	0	0	-0.1	-6	-7
Cc1ccc(N2CCCn3c2cc(C)c(C#N)c3=O)cc1Cl	-5	1	1.3	0	-1	1	-0.1	3	35
CCN=C1S/C(=C\c2cn(CC)c3ccccc23)C(=O)N1CC	5	-1	0.2	8	3	-4	0.0	-4	20
COC(=O)c1c(NC(=O)C2CCCCC2)sc2c1CCN(C(C)C)C2	5	-1	4.8	-6	1	2	0.3	-4	-3
N/C(=N\OC(=O)Cc1ccccc1)c1cccc(Br)c1	-17	-1	1.5	-5	-5	0	-0.1	-3	-14
Cc1cc(S(=O)(=O)N2CCCOC2CNC(=O)C(=O)NCc2ccco2)ccc1F (stereo not given)	-1	9	3.3	-1	-4	2	0.0	-8	-3
O=C(COc1nc2ccccc2nc1N1CCOCC1)NC1CCCCC1	0	5	-2.1	3	1	0	-0.1	-3	-4
O=C(O)/C=C/C(=O)Nc1ccc(OC(F)(F)F)cc1	9	4	1.4	-2	-2	-3	0.0	0	-9
COc1nc2c(c(-c3cc(Br)cs3)c1C#N)Cc1ccccc1-2	-3	-8	-3.4	7	3	-2	0.1	-1	0
CCOC(=O)c1sc(NC(=O)CN2C(=O)c3cccc4cccc(c34)C2=O)nc1C	7	5	0.9	-2	1	0	0.0	-1	7
Cc1nc2c(C(=O)NCCC(C)C)c[nH]n2c(=O)c1Cl	-3	6	-1.0	6	-5	3	0.0	1	14
C=CCn1c(OCc2ccccc2)n[nH]c1=S	7	-4	0.7	-4	-4	-2	0.1	-5	-3
CCOC(=O)Nc1ccc(S(=O)(=O)NCCCN2CCOCC2)cc1	11	0	0.8	-2	-2	-2	0.2	-3	6
Fc1ccccc1/C=N/N1CCN(Cc2ccccc2Cl)CC1	-3	6	1.6	2	-2	2	-0.1	-7	1

Part of the list above in another layout:
Second line of a record: GASC-1 inh | LYPLA2 inh | PP5 inh | Fh CTSL1 inh | TPT1 inhibitor | PP1 inh | Efflux pump inh | HCV core dimer | PREPL inhibitor
O=C(CCCNC(=O)c1ccc(Cl)cc1)OCc1cccc(Br)c1
  -2 | 4 | 1.3 | -1 | -3 | -4 | 0.1 | 1 | -91
CC(CCc1ccccc1)NC(=O)/C=C/c1ccc(F)cc1 (stereo not given)
  55 | -5 | 1.3 | 1 | 2 | 0 | 0.2 | -3 | 0

Remaining list, next part.
SMILES	GASC-1 inh	LYPLA2 inh	PP5 inh	Fh CTSL1 inh	TPT1 inhibitor	PP1 inh	Efflux pump inh	HCV core dimer	PREPL inhibitor
CC(C)(C)SCCNC(=O)/C=C/c1ccc([N+](=O)[O-])cc1	-18	3	0.9	0	-1	2	0.0	-2	3
COc1ccc(CSc2nnc(SCc3ccc([N+](=O)[O-])cc3)s2)cc1	-4	7	2.0	-2	-3	-3	-4.2	11	10
COC(=O)c1ccc(COc2ccccc2/C=C(\C#N)C(=O)NC(C)C)cc1	-4	-2	-0.7	1	-5	-1	0.9	1	0
CC(=O)NC(Cc1ccccc1)C(=O)NC1CCN(C(=O)c2cnccn2)CC1 (stereo not given)	10	0	1.0	3	-1	-3	-0.1	0	9
CCN1C(=C(C#N)C#N)C=Cc2ccccc21	3	7	-0.2	1	-1	-6	0.0	3	4
Cc1ccc(NS(=O)(=O)c2c(C(=O)N3CCCCCC3)c(C)n(C)c2C)c(C)c1	10	7	-0.6	5	-3	-4	-0.1	-1	12
COCCSc1nnc(NS(=O)(=O)c2ccc(C)cc2)s1	-3	2	0.7	1	-1	-2	0.1	1	1
Cc1ccc(S(=O)(=O)Nc2ccc3nc(N)sc3c2)cc1	-6	-2	3.1	-2	3	-1	0.3	-1	12
CCC(=O)NC(=S)Nc1ccccc1OC	-8	10	0.3	-1	-2	-6	0.0	-7	-14
COc1ccccc1C(=O)NC(=Nc1nc2ccccc2o1)NC(=O)c1ccccc1OC	-5	-24	3.1	-5	1	7	0.3	24	-19
COc1cccc(N(CC(=O)NCc2ccco2)C(=O)CCC(=O)Nc2nccs2)c1	0	3	-2.4	1	2	-3	0.0	0	-7
Cc1cc(N=NC(=O)c2ccccc2)ccc1O	1	5	2.0	-2	-1	-1	-0.1	0	5
Cc1cc(C)nc(NC(=O)C2c3ccccc3Oc3ccccc32)n1	11	-1	-0.1	6	-2	-4	0.0	-4	6
O=C(c1nc2nc(-c3ccccc3)cc(C(F)(F)F)n2n1)N1CCOCC1	1	2	0.9	10	-4	-4	0.1	-9	8
CS(=O)(=O)N1CCC(Oc2ccccc2C(=O)NC(C2CC2)C2CC2)CC1	-3	4	2.2	-4	2	-3	0.2	-2	-1
Cc1cc(C)cc(NC(=O)CCn2cnc3cc(C)c(C)cc32)c1	-4	0	0.5	0	-1	-1	-0.1	-5	-7
O=C(CNC(=O)c1ccc2c(c1)OCO2)N/N=C/c1cc(Br)ccc1O	-4	5	-0.5	6	-4	-2	-0.3	4	3
Cc1ccn2c(Nc3ccccc3)c(-c3ccccn3)nc2c1	-2	-3	2.2	6	-1	31*	0.0	-4	67*
CC1CC(C)(C)CC2(C1)NC(=O)N(CC(=O)Nc1ccc3[nH]c(=O)[nH]c3c1)C2=O (stereo not given)	5	-4	3.2	/	/	-1	-0.2	/	49*
O=C(O)COc1ccccc1C(Nc1ccccn1)c1cc(Cl)c2cccnc2c1O (stereo not given)	-10	1	-1.7	0	0	6	-0.2	10	3
Nc1nc(-c2ccc(Cl)cc2)cn1N	3	1	2.5	1	2	2	-0.1	4	-5
COc1ccccc1C(=O)NCC(=O)NCCC(c1ccccc1)c1ccccc1	0	0	3.5	/	/	2	0.2	/	-3
C=CCn1c(Oc2ccc(C=O)cc2OCC)nc2c1c(=O)n(C)c(=O)n2C	-5	-5	1.4	0	-4	-2	0.0	2	3
O=C(Nc1cc(S(=O)(=O)N2CCCCC2)ccc1O)c1ccccc1NS(=O)(=O)c1ccc(F)c(F)c1	3	-9	-5.6	7	-3	16*	0.0	13	4
CCOc1ccc(/C=N/Nc2cc(C)nc(N3CCOCC3)n2)cc1	-3	-3	0.7	0	-3	0	-0.1	0	2
The listing continues.
SMILES	GASC-1 inh	LYPLA2 inh	PP5 inh	Fh CTSL1 inh	TPT1 inhibitor	PP1 inh	Efflux pump inh	HCV core dimer	PREPL inhibitor
O=C(Cn1cncn1)N/N=C/c1ccncc1	-4	7	1.2	2	2	-2	0.1	0	-14
CC(C)(C)C(=O)COC(=O)c1cc(S(=O)(=O)N2CCCCC2)ccc1N1CCOCC1	-5	0	0.9	-1	-2	-1	0.0	-2	-7
O=S(=O)(Oc1ccc(C(=S)N2CCOCC2)cc1)c1ccc(Cl)cc1	-3	4	5.3	-2	-1	-1	0.1	-1	9
CC(=O)N=c1sc(C(C)(C)C)c(C)n1C	5	1	-0.8	3	0	-2	-0.1	-3	0
Cc1ccc(S(=O)(=O)NC(N)=NCCc2ccc(Cl)cc2)cc1C	4	4	2.9	0	1	3	-0.2	-2	-35
CCc1cccc(CC)c1NC(=O)C(NS(=O)(=O)c1cccs1)c1ccccc1 (stereo not given)	5	-7	2.3	-4	-1	-3	0.1	0	-10
COc1cc(-n2c(=O)c3ccccc3n(CC(=O)c3ccc(Br)cc3)c2=O)cc(OC)c1OC	-1	0	-1.4	1	-1	-9	0.1	6	3
Fc1ccccc1COc1ccc(/C=N/n2cnnc2)cc1	-14	26*	1.9	1	-2	-1	0.1	-1	38
OCCNc1nc2ccccc2n1CC(O)c1ccccc1 (stereo not given)	-18	5	2.8	-2	2	-1	0.0	1	-6
O=C1COc2ccc(C(=O)c3ccccc3C(=O)NCc3ccco3)cc2N1	-4	1	3.4	1	-3	-2	0.1	-8	-2
CCC(C)NS(=O)(=O)c1ccc(NC(=O)CCC2CCCCC2)cc1 (stereo not given)	1	4	2.0	-1	1	-1	0.0	4	-10
O=C(Nc1nnc(C2CC2)s1)c1cccc(S(=O)(=O)N2CCc3ccccc32)c1	-2	1	-0.8	8	-4	-1	-0.1	1	21
COC(=O)c1ccc(OCC(O)CN2CCN(C(=O)c3ccco3)CC2)c(OC)c1 (stereo not given)	-3	3	1.8	1	-5	0	-0.2	-4	3
O=C(/C=C/c1ccc(OC(F)F)cc1)OCC(=O)N1CCC(c2ccccc2)=N1	1	1	6.1	/	/	1	0.2	/	28
CN(C)NC(=O)C(NC(=O)c1ccc(N)cc1)C12CC3CC(CC(C3)C1)C2 (stereo not given)	-10	4	-0.6	-2	1	-3	0.1	-5	1
O=S(=O)(NCC1CCCO1)c1ccc(S(=O)(=O)N(Cc2ccc(F)cc2)C2CCCCC2)cc1 (stereo not given)	-32	-1	6.9	-1	2	0	0.5	11	15
CCOC(=O)Nc1sc2c(c1C#N)CCC(C)C2 (stereo not given)	-8	5	5.3	-3	7	2	0.1	0	9
CSc1nc(N2CCOCC2)cc(N2CCOCC2)n1	-32	4	1.6	-6	-1	-2	0.0	0	3
C/C(=N\OC(=O)c1ccccc1)c1c(C)nc2cc(C)ccn12	2	-3	1.2	-2	3	-2	0.0	2	20
Cn1cccc1Cc1nnc(SCC(=O)Nc2nccs2)n1C	-1	3	3.2	-3	0	1	0.1	1	0
COc1ccc(C(=O)C2CCCN(Cc3sc(N4CCCC4)nc3Cl)C2)c(OC)c1 (stereo not given)	7	-1	-0.2	0	-1	-1	0.2	-17	-15
Cc1ccc(CCC(=O)Nc2cc(Cl)ccc2Cl)o1	-16	3	0.9	3	0	-2	-0.1	7	-4

A portion of the library; count on the stated rates, not on these rows.
